Screens as filed in PubChem BioAssay.
PP1 counter – counter-screen for PP5 inhibitors: inhibitors of human PP1-alpha; P62136; purified PP1alpha, OMFP fluorescence; AID 2235; inhibition, % at 6.7 µM; 320,000 tested, 0.9% active;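 active means inhibition above the mean inhibition of all tested compounds plus 3 SD, computed separately for each screening campaign, cut at about 15% in these data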
Target sequence (P62136 whole entry, looked up): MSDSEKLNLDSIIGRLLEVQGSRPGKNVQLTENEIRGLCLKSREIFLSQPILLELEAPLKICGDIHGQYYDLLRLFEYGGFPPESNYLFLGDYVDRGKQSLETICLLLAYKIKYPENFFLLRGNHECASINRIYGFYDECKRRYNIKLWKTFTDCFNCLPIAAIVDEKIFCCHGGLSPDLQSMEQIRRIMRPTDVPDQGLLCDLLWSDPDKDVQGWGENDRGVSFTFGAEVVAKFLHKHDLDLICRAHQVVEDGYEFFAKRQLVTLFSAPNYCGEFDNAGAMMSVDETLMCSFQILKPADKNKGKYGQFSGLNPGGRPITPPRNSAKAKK
TPT1 inhibitor – blocks Candida albicans tRNA 2'-phosphotransferase; recombinant caTPT1, FP RNA substrate dephosphorylation; inhibition, % at 5 µM; 300,000 tested, 0.81% active; AID 1962;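 active means inhibition above the mean of all tested compounds plus 3 SD, set per screening campaign, cut at about 24% in these data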;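 further: plate controls were DMSO alone for no effect and ferristatin control at 100 nM for full effect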
proCasp7 act – counter-screen for procaspase-3 activators: activators of human procaspase-7 | P55210 | recombinant procaspase-7, Ac-DEVD-pNA absorbance 405 nm; D23A/D198A/D206A triple mutant, cannot self-cleave; scale: DMSO 0, 5 µM enzyme 100 | activation, % at 8.5 µM | 330,000 tested, 0.093% active | AID 463210;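 active means percent activation above the screen-wide mean plus 3 SD, cut at about 25% in these data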
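Assay system: Uncleavable procaspase-7 mutant enzyme; Input: 2 µM procaspase-7 mutant as dispensed; Also added: DEVD-pNA substrate; Medium: Zinc-free HEPES pH 7.4 with 300 mM NaCl, 0.01% Triton X-100; Timing: 1 h compound preincubation, 2 h substrate cleavage, 25 °C; Measured by: Epi-absorbance of released pNA at 405 nm, two timepoints.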
Fh CTSL1 inh – cathepsin L1 inhibition, PFM18AAP counter-screen; 300,000 tested, 0.49% active; inhibition, % at 5.96 µM; recombinant F. hepatica cathepsin L1, Z-Leu-Arg-MCA fluorescence;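 active means inhibition above the mean of all tested compounds plus 3 SD, set per screening campaign, cut at about 17% in these data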;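 further: 0% = plate median of test compound wells and 100% = 1 µM Z-Phe-Ala-diazomethylketone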
core dimer inh – HCV core protein dimerization inhibition; AID 1899; TR-FRET GST/Flag-core106 dimerization, 1536-well; 300,000 tested, 0.33% active; inhibition, % at 5 µM;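 active means inhibition above the mean of all tested compounds plus 3 SD, set per screening campaign, cut at about 45% in these data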
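Assay system – GST-tagged and Flag-tagged HCV core protein residues 1-106 · Quantity – core106 proteins, GST 13.5 nM and Flag 17 nM · Benchmarks – unlabelled core106 and no-GST-core106 wells · Read-out basis – percent inhibition of core106 dimerization signal · Detection – time-resolved FRET, ex 340 nm, em 617 and 671 nm · Schedule – 4 h at 22.5 °C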
PAFAH2 inh – inhibitors of human PAFAH2. Q99487. 340,000 tested, 0.99% active. AID 492956. recombinant PAFAH2, FP-rhodamine activity probe, fluorescence polarization. inhibition, % at 3.39 µM;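 active means inhibition above the mean over all tested compounds plus 3 SD, cut at about 30% in these data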;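 further: inhibitors block probe labeling of enzyme so polarization drops; 0% = enzyme with DMSO and 100% = wells lacking PAFAH2 protein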
AHR activator – human AHR activation. P35869. AHR-responsive luciferase reporter cells, luminescence. activation, % at 5 µM. 320,000 tested, 2.5% active; in the data active means activation above about 47%;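 further: 0% = vehicle wells and 100% = reference agonist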
PP5 primary – inhibitors of human protein phosphatase 5 (PP5). AID 1987. purified PP5c, OMFP substrate fluorescence. inhibition, % at 6.7 µM. 320,000 tested, 0.18% active;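 active means inhibition above the campaign's mean inhibition across all tested compounds plus 3 SD, cut at about 9.5% in these data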;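 further: 0% = DMSO only and 100% = 100 µM cantharidin control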
Target sequence (P53041 whole entry, looked up): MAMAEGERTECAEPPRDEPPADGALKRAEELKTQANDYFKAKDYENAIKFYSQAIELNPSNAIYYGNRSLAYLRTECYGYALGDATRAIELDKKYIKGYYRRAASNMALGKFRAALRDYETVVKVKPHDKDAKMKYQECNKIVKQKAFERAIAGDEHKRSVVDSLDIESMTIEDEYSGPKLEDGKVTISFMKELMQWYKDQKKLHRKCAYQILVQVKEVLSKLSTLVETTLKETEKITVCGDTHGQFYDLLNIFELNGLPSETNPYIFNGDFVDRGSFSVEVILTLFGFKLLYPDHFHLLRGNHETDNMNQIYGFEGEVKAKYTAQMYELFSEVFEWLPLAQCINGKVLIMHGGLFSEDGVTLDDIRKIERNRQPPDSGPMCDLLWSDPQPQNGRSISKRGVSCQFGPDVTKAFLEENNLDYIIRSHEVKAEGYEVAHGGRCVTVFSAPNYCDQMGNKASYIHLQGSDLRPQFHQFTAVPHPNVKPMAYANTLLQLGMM
procasp3 activ – activators of human procaspase-3; AID 463141; 330,000 tested, 0.11% active; P42574; recombinant procaspase-3 D3A, Ac-DEVD-pNA absorbance 405 nm; activation, % at 8.5 µM;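 active means activation above the mean of all tested compounds plus 3 SD, cut at about 21% in these data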;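 further: 0% = DMSO alone and 100% = DMSO wells spiked with extra 5 µM PC-3 D3A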
Target sequence (P42574 whole entry D9A/D28A/D175A): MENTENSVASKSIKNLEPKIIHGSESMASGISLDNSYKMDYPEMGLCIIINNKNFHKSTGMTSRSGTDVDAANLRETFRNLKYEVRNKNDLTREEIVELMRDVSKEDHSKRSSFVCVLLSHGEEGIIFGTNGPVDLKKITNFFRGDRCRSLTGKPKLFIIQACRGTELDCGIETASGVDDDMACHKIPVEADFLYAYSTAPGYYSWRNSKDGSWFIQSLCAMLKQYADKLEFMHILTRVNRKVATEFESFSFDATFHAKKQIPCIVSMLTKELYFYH
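Compound: 8.5 µM single point, 0.8% DMSO / Material: Autoprocessing-dead procaspase-3 D3A mutant enzyme / Timing: 1 h preincubation plus 2 h reaction at 25 °C / Medium: Zinc-free HEPES/NaCl buffer with 0.01% Triton X-100 at pH 7.4 / Technique: 405 nm absorbance of p-nitroaniline, reads at 0 and 120 min / Repeats: one well per compound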
Active calls of the source: *; . = no result given; & = joins results of further samples.

SMILES	PP1 counter	TPT1 inhibitor	proCasp7 act	Fh CTSL1 inh	core dimer inh	PAFAH2 inh	AHR activator	PP5 primary	procasp3 activ
CCCc1cc(=O)oc2c(C)c(OC(C)C(=O)NCc3ccccn3)ccc12 (stereo unspecified)	0	-2	-2	1	3	-1	13	-1.4	1
O=S(=O)(c1ccccc1Cl)N1CCCC1c1nc(-c2cccc(Cl)c2)no1 (stereo unspecified)	-2	-3	12	1	14	-1	11	0.5	1
CC(C)(C)C(=O)NC(=S)Nc1ccc(F)cc1	-1	4	-1	-3	-7	1	-1	-0.7	-7
Cc1ccc2c(c1)/C(=C/c1ccco1)C(=O)N2	1	1	-12	-1	-18	7	116*	1.5	-6
Cc1ccc(CNc2nc(N)c([N+](=O)[O-])c(NCCO)n2)cc1	-4	-1	8	1	-3	-7	2	2.0	7
CN1CCc2nc(SCc3ccc(Cl)cc3)c(C#N)c(-c3cccs3)c2C1	8	2	-4	1	9	.	0	3.4	-14
CC(C)(C)NS(=O)(=O)c1ccc(CCC(=O)NCc2ccccn2)cc1	2	-1	9	13	0	11	4	1.2	-2
O=C(CCn1cccc1)Nc1ccc(F)cc1	1	0	-9	-1	-4	-12	0	-1.0	4
COc1ccc(-c2nn(-c3ccccc3)cc2C(=O)n2nnc3ccccc32)cc1	-4	-4	8	-1	8	-2	2	-3.8	5
O=C1CN(C(=O)CSc2nnc3ccccn23)c2ccccc2N1	3	-4	9	3	-1	0	3	1.4	-5
CC(=O)c1ccc(OCC(=O)N2CCCC2c2ccc3c(c2)OCCCO3)cc1 (stereo unspecified)	.	.	-1	.	.	-4	0	.	4
Cc1ccc(OCC(=O)N/N=C\c2ccco2)c(C)c1	-3	-1	-7	0	3	5	-1	0.2	-8
O=C(NC(C(=O)N/N=C/c1ccncc1)c1n[nH]c(=O)c2ccccc12)c1ccccc1 (stereo unspecified)	-3	1	10	0	-3	-6	6	-1.6	-1
Cc1cccc(-n2ncc3c2CCCC3NC(=O)CCc2cccnc2)c1C (stereo unspecified)	-1	-1	-13	-2	-6	1	3	2.2	5
COc1c(F)c(F)c(C(=O)O)c(Nc2cc(C)cc(C)c2)c1F	-4	-4	4	-4	-4	3	0	1.0	-7
CCCCc1nc(NCC2CCCO2)c(C#N)c2c1COC(C)(C)C2 (stereo unspecified)	-1	-2	11	4	6	-11	4	0.6	-2
CC(OC(=O)c1oc2ccccc2c1COc1ccccc1)C(=O)NC(N)=O (stereo unspecified)	3	2	13	1	-2	-52	2	4.8	-1
CCOc1ccc(NCCC(=O)c2ccc3c(c2)OCO3)cc1	5	1	-27	1	-7	5	7	3.1	-25
COCCN1C(=O)N[C@@H](c2ccccc2)C(C(C)=O)=C1C	0	0	2	-2	-13	.	0	1.9	7
COc1ccc(S(=O)(=O)N2CCN(CC(=O)Nc3ccccc3OC)CC2)cc1	-1	-2	7	4	-1	1	0	-2.3	4
Nc1nc(SCC(=O)N2CCOCC2)n[nH]1	2	4	-2	-1	-4	6	1	0.2	-4
CCCc1cc(=O)n2[nH]c(-c3ccc(Br)cc3)cc2n1	7	4	0	-3	7	15	104*	4.7	7
N#CCCN(C(=O)CN1C(=O)NC2(CCCC2)C1=O)c1ccccc1F	-1	2	-2	0	-2	7	3	2.1	7
CC1(C)Cc2ccccc2-c2nnc(SCC(=O)N3CCc4ccccc43)n21	7	1	15	0	11	-3	-6	0.7	4
Cc1ccc(CN2CCSCC2)c(C)c1	1	-2	-7	-1	-8	-1	1	1.2	6
SMILES	PP1 counter	TPT1 inhibitor	proCasp7 act	Fh CTSL1 inh	core dimer inh	PAFAH2 inh	AHR activator	PP5 primary	procasp3 activ
O=C(NCc1nc2ccccc2[nH]1)c1cccc(S(=O)(=O)N2CCOCC2)c1	2	-2	-4	-1	-3	-3	3	-0.1	-2
COc1cccc2c1-c1c(O)cccc1C2=O	0	5	0	4	-3	6	1	-0.8	3
COC(=O)c1[nH]c2c(c1C)C(=O)CC(c1cccs1)C2 (stereo unspecified)	0	-4	3	1	1	3	27	1.8	3
Cn1c(N2CCC(C(N)=O)CC2)nc2c1c(=O)n(Cc1ccc(Cl)cc1)c(=O)n2C	3	-3	-6	0	0	-3	1	3.7	2
COc1cccc(CNC(=O)C(=O)N2CCC3(CC2)OCCN3S(=O)(=O)c2ccc(C)cc2)c1	-1	-1	2	0	-1	5	-1	-1.2	10
CCCCCCCOC1(c2ccccc2)OC(=O)c2ccccc21 (stereo unspecified)	0	1	2	-26	-2	-5	-2	1.8	4
N#Cc1ccccc1OCC(=O)NCC(c1ccc(F)cc1)N1CCOCC1 (stereo unspecified)	-3	.	1	.	.	5	-1	-0.3	-4
CCC(=O)NC(c1ccccc1)c1nc2ccccc2[nH]1 (stereo unspecified)	-2	-1	3	-2	-1	-1	0	-0.5	-2
Cc1ccn2c(NC3CCCCC3)c(-c3cccc(SC4CCCCC4)c3)nc2c1	.	.	-4	.	.	5	6	.	-26
Cc1ccc(-c2n[nH]c(=O)c3ccccc23)cc1S(=O)(=O)N(C)C	-3	3	9	-3	3	0	9	2.2	2
CC(C)(C)NC(=O)c1ccccc1-c1nc2ccccc2s1	-4	1	-20	-7	8	0	5	-0.8	-16
CN(C)c1cccc(NC(=O)CCc2ccccc2)c1	-1	-2	11	1	-9	-4	25	1.3	8
COCCn1cnc2c1c(=O)n(CC(=O)OCC(=O)NCCCc1ccccc1)c(=O)n2Cc1ccccc1	0	1	2	0	10	-1	-1	3.2	3
CC(=O)c1cnc(Nc2nc(C)c3ccc(C)cc3n2)nc1C	-2	2	8	1	0	-2	8	-0.7	7
CCOP(=O)(OCC)c1nc(-c2ccc(Br)cc2)oc1N1CCCCC1	2	-1	-5	-3	3	1	1	4.6	-6
COc1ccc(NC2=NCC(=O)N2c2ccccc2F)cc1	0	-4	-2	1	0	0	0	1.2	7
CC(C)=N/N=C1/NC(=O)C(CC(=O)Nc2cc(Cl)ccc2C)S1 (stereo unspecified)	0	0	-1	1	7	-1	-1	-3.1	-3
N#Cc1c(SCC(=O)N2CCCCC2)nsc1SCC(=O)N1CCCCC1	-2	-5	7	1	5	5	3	-1.2	6
O=C(CN1CCC(NC(=O)c2ccccc2F)CC1)Nc1ccc2c(c1)OCCO2	-2	1	2	3	10	0	-1	-0.1	0
Cc1oc(C(C)(C)C)cc1C(=O)Nc1cccc(/C=C/C(=O)O)c1	2	-7	5	5	1	-1	2	0.3	-10
CN1CCN(S(=O)(=O)c2ccc(Cl)cc2)CC1	-2	0	-5	-5	-4	-1&-1	7	-0.5	3
COc1cc(/C=C/C(=O)OCC(=O)c2c(N)n(C)c(=O)n(C)c2=O)ccc1OC(F)F	-1	0	1	4	1	-3	1	0.4	2
COc1ccc(C(=O)N2CCN(c3nc4cc(C)ccc4cc3C#N)CC2)c(OC)c1	-1	1	6	-2	12	5	-6	-0.4	7
C[C@@H](O)C1NC(=O)[C@H](CCCCN)NC(=O)c2cc([N+](=O)[O-])cc(I)c2NCCC[C@@H](C(N)=O)NC1=O (stereo partly specified)	-1	4	-29	3	-10	0	3	-0.2	-12
N#CCC(=O)Nc1ccc(C(=O)OCC(=O)NC(=O)Nc2ccc3c(c2)OCCO3)cc1	.	.	7	.	.	-9	4	.	1

Random excerpt: four records from the list
SMILES	PP1 counter	TPT1 inhibitor	proCasp7 act	Fh CTSL1 inh	core dimer inh	PAFAH2 inh	AHR activator	PP5 primary	procasp3 activ
COc1ccc(NC2=NCC(=O)N2c2ccccc2F)cc1	0	-4	-2	1	0	0	0	1.2	7
COCCn1cnc2c1c(=O)n(CC(=O)OCC(=O)NCCCc1ccccc1)c(=O)n2Cc1ccccc1	0	1	2	0	10	-1	-1	3.2	3
COc1cccc2c1-c1c(O)cccc1C2=O	0	5	0	4	-3	6	1	-0.8	3
Cn1c(N2CCC(C(N)=O)CC2)nc2c1c(=O)n(Cc1ccc(Cl)cc1)c(=O)n2C	3	-3	-6	0	0	-3	1	3.7	2

(more compounds)
SMILES	PP1 counter	TPT1 inhibitor	proCasp7 act	Fh CTSL1 inh	core dimer inh	PAFAH2 inh	AHR activator	PP5 primary	procasp3 activ
O=C(C[n+]1ccccc1)N1CCCc2ccccc21	2	2	1	-1	1	4	-1	0.6	-7
COc1ccc(-c2nnc(N(C)C(=O)C3CCCO3)s2)cc1 (stereo unspecified)	-2	0	7	1	-1	10	0	-2.6	8
O=C(CSc1ccc2nnc(CCNC(=O)c3ccccc3)n2n1)Nc1ccccc1	-4	0	-4	-4	2	2	0	-1.0	-3
Cc1cc(NC(=O)COC(=O)C2CC(=O)N(c3ccc(Cl)cc3)C2)no1 (stereo unspecified)	0	0	0	-16	4	-4	-1	-0.7	0
CCn1cc(CN2CCCC(C(=O)Nc3cccc(-n4cccn4)c3)C2)c(C)n1 (stereo unspecified)	-1	2	-6	-1	-5	-2	13	2.1	2
COc1ccccc1-n1c(SCC(=O)N2CCOCC2)nc(O)cc1=O	-2	-2	-9	-9	-16	0	-2	4.7	8
COc1ccc2nc(Cl)c(C3CC(c4ccco4)=NN3C(=O)CCC(=O)O)cc2c1 (stereo unspecified)	-3	-4	-1	-1	-6	1	3	0.6	3
CC1CCN(S(=O)(=O)c2ccc(NC(=O)Cn3nnc(-c4ccccc4F)n3)cc2)CC1	7	0	0	-3	7	-19	1	4.6	4
Cc1ccc(NC(=S)NC2CCCCC2)cc1S(=O)(=O)N(C)C	-2	1	-2	-1	0	-5	8	1.8	2
COc1ccc(C(=O)N2CCCC(CNC(=O)c3ccccc3Cl)C2)o1 (stereo unspecified)	-2	-5	-3	-7	1	0	1	-2.5	-2
CC1(C(=O)NC2CCCCC2)CCC(=O)N1Cc1cccnc1 (stereo unspecified)	0	1	-1	0	-3	2	-1	-0.3	4
CCN(CC(=O)Nc1ccc2c(c1)OCCO2)C(=O)c1cccc(OCC(C)C)c1	-2	-1	-5	4	0	1	3	1.4	-3
CCN(CC)CC(=O)Nc1nc(-c2ccc(Cl)cc2)cs1	0	41*	3	3	-5	0	23	1.7	0
Cc1[nH][nH]c(=O)c1C(c1c(C)[nH][nH]c1=O)c1cn(Cc2ccc(Cl)c(Cl)c2)c2ccccc12	18*	0	-13	10	8	9	16	1.6	-22
COc1ccc(OC)c(S(=O)(=O)N(C)CC(=O)N2CCc3ccccc3C2)c1	-5	-3	-1	-3	4	2	0	0.1	2
c1ccc(-c2n[nH]c3c2CCC3)cc1	3	-4	5	-2	2	0	4	2.9	-6
CCOc1ccc(NC(=O)C2CCCCN2S(=O)(=O)c2ccccc2)cc1 (stereo unspecified)	-2	-1	10	-2	2	7	0	0.5	9
CN(CCCC(=O)NC1CC(C)(C)NC(C)(C)C1)S(=O)(=O)c1ccc([N+](=O)[O-])cc1	-3	-5	12	0	-3	1	0	2.4	7
O=C(Cn1cc2c(n1)CCCC2)NCCCN1CCN(Cc2ccccc2)CC1	-4	1	12	-1	-3	-19	2	-0.1	3
CCOC(=O)CCC(=O)NNC(=O)c1ccc(NC(=O)c2ccccc2)cc1	-6	-2	9	-24	1	2	1	-0.4	11
